Bioassay records: PubChem, Center for Chemical Genomics, University of Michigan
Dicer processing: blocks human Dicer maturation of pre-miR-21; z-score at 25 µM; cat-ELCCA pre-miR-21 Dicer processing, chemiluminescence; stronger effect = higher value; 6% of 47,000 active; in the data active = z-score above about 3, passing the limit was not always enough;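 also: plate controls were vehicle for no effect and no enzyme for full effect; higher signal means more uncleaved substrate so more Dicer inhibition; strong numbers were not always called active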
* hit, by the source's call; & = joins results of further samples. These rows are one share of the data; rates above refer to the full screens.

No. | mol | Dicer processing
1 | N#Cc1c(OCC(F)(F)F)ccc(C(=O)Nc2cccc(C(F)(F)F)c2)c1OCC(F)(F)F | -0.09
2 | Cc1c(-c2cc(N3C(=O)c4ccccc4C3=O)n(C)n2)sc2ccc(Cl)cc12 | -1.1
3 | N#C/C(=C\N1CCOCC1)S(=O)(=O)c1ccc(Cl)cc1 | 0.47
4 | CN=c1scc(C)n1NC(=O)Nc1ccc(Cl)cc1 | -1
5 | CCCN1C(=O)C(O)(CC(=O)c2c(C)coc2C)c2cc(Br)ccc21 (configuration not stated) | 1.1
6 | CC(C)NCC(O)COc1ccc(COCCOC(C)C)cc1 (configuration not stated) | 2.4&0.9
7 | COc1ccc(Cl)cc1-c1nc2ccc(OC(C)=O)cc2c(=O)o1 | -1.1
8 | CCCSC1=C(C#N)C(c2ccc(CC)cc2)CC(=O)N1 (configuration not stated) | 0.16
9 | CCOC(=O)c1ccc2nc(-n3cccc3)sc2c1 | 1.7
10 | COc1ccc(-c2oc3ccccc3c(=O)c2Cl)cc1 | -3.7
11 | COCCOC(=O)C1=C(C)NC2=C(C(=O)CCC2)C1c1cc(OC)c(OC)cc1Br (configuration not stated) | 2.4
12 | Cc1cc(-c2ccccc2C(=O)NC2CCCCC2)on1 | 0.15
13 | O=C(CSc1nc2ccccc2[nH]1)N1CCc2ccccc2C1 | -0.27
14 | O=C(Nc1ccc(Cl)cc1Cl)c1cccnc1SCCS(=O)(=O)c1ccccc1 | -0.72
15 | O=c1c(F)cn(Cc2ccc(F)cc2)c(=O)n1Cc1ccc(F)cc1 | -0.72
16 | Cc1nn(C)c2ncc3c(=O)n(Cc4ccccc4)n(C)c3c12 | -0.45
17 | COc1ccc(C(=O)/C(C#N)=C/N=S(C)(=O)c2ccc(C(F)(F)F)cn2)cc1 (configuration not stated) | 0.9
18 | CC(C)(C)C(=O)C(C#N)=C1SCCCS1 | -1.8
19 | CN(Cc1ccccc1)Cc1c(O)ccc2c(=O)c(-c3ccccc3Cl)coc12 | 0.58
20 | COc1nc(NCC(C)C)nc(Oc2ccc(=O)n(C)n2)n1 | -0.95
21 | Cc1oc2cc(OC(=O)c3ccco3)ccc2c(=O)c1-c1nc2ccccc2n1C | 0.62
22 | Cc1nc2cc(NCc3ccncc3)ccc2n1C | 0.06
23 | Cn1c(=O)oc2cc(S(=O)(=O)N(CCO)CCO)ccc21 | 1.3
24 | CC1=C(C(=O)OC(C)C)C(c2ccccn2)n2ncnc2N1 (configuration not stated) | 1.8
25 | Cc1ccc(-c2noc(CSc3nc(N)cc(=O)[nH]3)n2)cc1 | 1.2
26 | CCOC(=O)C(NC(C)=O)(Nc1nc2ccccc2s1)C(F)(F)F (configuration not stated) | 0.62
27 | Cn1ncc(SCc2ccccc2)c(Cl)c1=O | -0.18
28 | O=C(O)CCCCCNc1nc(-c2ccccc2)nc2ccccc12 | -0.55
29 | O=C1C=C(SCC(=O)c2ccc([N+](=O)[O-])cc2)SC(c2ccccc2Cl)C1 (configuration not stated) | -2.1
30 | O=C(O)CSc1n[nH]c(-c2ccncc2)n1 | 1

Next part.
No. | mol | Dicer processing
31 | COc1ccc(-c2nc(-c3cc4ccc(C)cc4[nH]c3=O)no2)cc1OC | 0.44
32 | Cn1cc(Cl)c(C(=O)Nc2ccc(F)cc2F)n1 | -0.87
33 | C/C(=N\NC1=NCCN1)c1ccc([N+](=O)[O-])cc1 | 0.01
34 | COCc1nc(SCC(=O)OC)c(C#N)cc1C(=O)OC | 0.11
35 | Cc1cc(C)nc(NC(=O)Cc2cccs2)n1 | 1.1
36 | C=CCNc1oc(-c2ccc(OC)cc2)nc1C#N | 0
37 | COc1ccc(-c2ccc(-c3noc(-c4ccccc4F)n3)c(OC)n2)cc1 | -0.57
38 | O=C(Nc1c(C(=O)c2ccc(Cl)cc2)oc2ccccc12)c1ccco1 | 0.25
39 | CN(C)/C=C1\SCc2ccccc2C1=O | -1.5
40 | O=C(CSc1nc2ccccc2nc1N1CCCC1)Nc1ccc(Br)cc1 | 2.3
41 | Cn1nc(-c2ccccc2)cc1NC(=O)Nc1cccs1 | -0.68
42 | COC(=O)c1c(C)oc2ccc(OC(=O)c3ccc(OC)c(OC)c3)cc12 | 0.51
43 | O=C(Nc1ccc(Oc2ncnc3cc(Cl)ccc23)nc1)c1ccccc1 | 93
44 | Cc1nn(-c2ccc(N3CCNCC3)nn2)c(=O)c2ccccc12 | -1.1
45 | CSc1ccc(C2c3c(oc4ccccc4c3=O)C(=O)N2CCCN2CCOCC2)cc1 (configuration not stated) | 0.46
46 | CCc1ccnc(NS(=O)(=O)c2ccc3c(c2)OCCO3)c1 | 0.59
47 | Cc1ccc(NC(=O)CCS(=O)(=O)Cc2ccccc2)c(Br)c1 | 4.5*
48 | O=C(NNc1ncccc1-n1cccc1)c1ccco1 | -0.23
49 | CCOc1ccc(S(=O)(=O)NCc2ccc3c(c2)OCO3)c2ccccc12 | 0.51
50 | CC(C)NC(=O)Cn1cc(C(=O)C(C)(C)C)c2ccccc21 | 0.8
51 | CSc1sc(C(=O)NN)c2c1C1(CCC2)SCCS1 | 0.58
52 | CCOC(=O)Nc1c(N)n(C)c(=O)n(C)c1=O | 0.58
53 | COc1ccc(C(c2ccc(N(C)C)cc2)c2ccc(N(C)C)cc2)c(C)c1C | 3.2*
54 | CCCCc1nc2sc3c(c2c(=O)[nH]1)CC(C)(C)OC3 | -0.9
55 | COc1cc(C2c3c(oc4ccccc4c3=O)C(=O)N2Cc2ccccc2)ccc1O (configuration not stated) | 1.9
56 | CCCCCCCCC(=O)Nc1nc2c(s1)CCc1cc(OC)ccc1-2 | -0.7
57 | COc1ccc(C2CC(=O)C3=C(C2)Nc2ccccc2NC3c2ccc(O)cc2)cc1 (configuration not stated) | 0.33
58 | O=C1CS/C(=N\N=C\c2ccccc2Cl)N1CC1CC1 | 0.56
59 | N/C(=N\OC(=O)c1csnc1-c1c(Cl)cccc1Cl)c1c(Cl)cccc1Cl | 0.8
60 | Cc1c(S(=O)(=O)c2ccccn2)c(N)n(Cc2ccccc2)c1C | -0.99

Other compounds follow:
No. | mol | Dicer processing
61 | N#Cc1cc2c(nc1SCC(=O)N1CCCCC1)CCCC2 | -0.7
62 | Cn1c(NCc2ccccn2)nc2c1c(=O)n(Cc1ccccc1F)c(=O)n2C | -0.88
63 | CCOc1ccc2nc(SCc3c(F)c(F)c(F)c(F)c3F)[nH]c2c1 | 1.3
64 | O/C(=C\c1nc2ccccc2[nH]1)c1cc(Cl)c(O)cc1O | 2.6
65 | Cc1ccc(Nc2nnc(-c3ccccc3N)o2)cc1C | 7
66 | COC(=O)c1cnc(N/N=C\c2ccc(C(F)(F)F)cc2)nc1C(F)(F)F | -1.4
67 | CC(C(=O)NNC(=O)c1ccc(Cl)cc1)n1nnc(-c2cc(C(F)(F)F)cc(C(F)(F)F)c2)n1 (configuration not stated) | -0.09
68 | CCOC(=O)/C(C#N)=C/N1CCN(c2ccc([N+](=O)[O-])cn2)CC1 | -2.3
69 | Cc1ccc(S(=O)(=O)Nc2cc(-c3ccc(Cl)cc3)nn2C)cc1 | 1.8
70 | Cc1nc(C)c(-c2csc(Nc3ccc(O)cc3C)n2)s1 | 1.1
71 | CCOC(=O)c1c(NC(=O)Nc2sc(C)c(-c3ccccc3)c2C(=O)OCC)sc(C)c1-c1ccccc1 | -1.7
72 | O=C1/C(=C/c2ccncc2)CCc2ccccc21 | 2.6
73 | COc1ccc(/C(O)=C2\C(=O)C(=O)N(CCN3CCOCC3)C2c2ccc(OC)c(OC)c2)cc1 (configuration not stated) | 0.2
74 | CCn1c2c(c(=O)[nH]c1=O)C(c1ccccc1OC)C1=C(N2)c2ccccc2C1=O (configuration not stated) | 2.3
75 | O=S(=O)(Oc1ccccc1N1CCOCC1)c1cc(Cl)sc1Cl | -0.84
76 | CCCN1C(=O)C2(/C(=C(/O)c3ccc(Cl)cc3)C(=O)C(=O)N2CCN(C)C)c2ccccc21 (configuration not stated) | 0.65
77 | CCN(CC)CC(O)Cn1c2ccccc2c2ccccc21 (configuration not stated) | -0.47
78 | CSc1c(C#N)c(-c2cc(C(C)(C)C)oc2C)nn1C | 7.7
79 | CSC1=NC=C(C#N)C2=NC(C)(c3ccc(Br)cc3)NN12 (configuration not stated) | 0.81
80 | Nc1cccc(Cl)c1Oc1ccc(S(=O)(=O)Nc2ccc(F)cc2)cc1 | -1.5
81 | COc1cc2nc[nH]c(=O)c2cc1OC | 0.22
82 | COC(=O)c1sc(N2C(=O)c3oc4ccc(F)cc4c(=O)c3C2c2ccc(C)cc2)nc1C (configuration not stated) | 1.9
83 | O=[N+]([O-])c1cccc(Cl)c1SCc1c(F)cccc1Cl | -0.4
84 | COc1cccc(C2CC(c3ccccc3)=NN2C(=O)CCCC(=O)O)c1OC (configuration not stated) | 0.83
85 | Cc1cc(C)nc(SCC(=O)n2c(C)c(C)c3ccccc32)n1 | 1.3
86 | CCCCNC(=O)OCCSCCS(=O)(=O)c1ccc(Cl)cc1 | -2.4
87 | CCCC1CCc2c(sc(NC(=O)COc3ccc(Cl)cc3)c2C(N)=O)C1 (configuration not stated) | -0.31
88 | CCOC(=O)Cc1csc(NC(=O)c2cccc(Cl)c2)n1 | -1.1
89 | CC(C)(C)c1ccc(C(=O)NNc2ncccc2-n2cccc2)cc1 | 1.5
90 | COc1cccc(OC)c1/C=N/Nc1ccc([N+](=O)[O-])cn1 | -0.63

Remaining list, next part.
# | structure | Dicer processing
91 | O=C1c2cccc3cccc(c23)C(=O)N1CCCC(=O)N1CCc2ccccc21 | 1.3
92 | Cc1nc(Nc2ncc3c(n2)CC(c2ccc(F)cc2)CC3=O)nc2ccccc12 (configuration not stated) | 0.38
93 | CCc1ccc2oc(-c3ccco3)c(O)c(=O)c2c1 | 0.1
94 | CC(=O)Nc1nc2ccc(NC(=O)C3CCCCC3)cc2s1 | 0.1
95 | OC(CC#CCN1CCCC1)(c1ccccc1)C1CCCCC1 (configuration not stated) | -0.22
96 | CCS(=O)(=O)c1ccc(O)c(NC(=O)CSCC(=O)O)c1 | 0.39
97 | O=S(=O)(c1ccc(Cl)cc1)N1CCN(c2cc(C(F)(F)F)nc3ccccc23)CC1 | -1.1
98 | COc1ccc(-c2nc3sc4c(c3c(=O)[nH]2)CCCC4)cc1OC | 5.1*
99 | CC(C)CN1CC23C=CC(O2)C(C(=O)O)C3C1=O (configuration not stated) | 0.17
100 | Cc1ccc(Oc2nc(-c3ccncc3)nc3ccccc23)cc1 | 1.1
101 | CC(C)(C)c1cc(C(C)(C)C)n(-c2ccc(N3C(=O)COCC3=O)cc2)n1 | -0.08
102 | Cc1cc(C)c(NC(=S)N(C)C)cc1C | -1

The listing continues:
# | structure | Dicer processing
103 | O=C(CC1SC(=Nc2ccccc2)NC1=O)NCc1ccccc1 (configuration not stated) | -0.3
104 | CCN(CC)S(=O)(=O)c1cccc(-c2cn3cc(C)ccc3n2)c1 | -0.22
105 | c1ccc2oc(-c3ccc(-c4nc5ccccc5o4)cc3)nc2c1 | 2
106 | COCCN1C(=O)C(=O)/C(=C(\O)c2ccc3c(c2)CC(C)O3)C12C(=O)N(C)c1ccccc12 (configuration not stated) | 0.81
107 | Cc1nc(-c2ccc(S(=O)(=O)NCc3nc(-c4ccc(C(F)(F)F)cc4)no3)s2)cs1 | -0.5
108 | COc1ccc(CNC(=S)NCCCO)cc1 | -1.3
109 | O=c1c2c(n3cnnc3n1CCc1ccccc1)-c1ccccc1CC21CCCCC1 | -0.8
110 | COc1ccccc1N1CCN(C2CCN(Cc3ccccn3)CC2)CC1 | 0.25
111 | Nc1ccc(S(N)(=O)=O)cc1 | 1.1
112 | O=C(Cn1c2ccccc2n2ncnc12)c1ccc(-c2ccccc2)cc1 | 1.8
113 | O=C(O)C(c1ccccc1)n1cccc1 (configuration not stated) | -0.81
114 | Cc1cccc(Oc2coc3cc(OCC(=O)OCc4ccccc4)ccc3c2=O)c1 | -1.4

Later entries:
# | structure | Dicer processing
115 | N#Cc1c(OCC(F)(F)F)ccc(Sc2ncccn2)c1OCC(F)(F)F | 0.55
116 | CCn1nc(C)cc1-c1nnc(SCC(=O)c2ccccc2)n1-c1ccc(Cl)cc1 | 0.3
117 | Cn1c2c(c(=O)[nH]c1=O)C(c1ccc(-c3ccccc3)cc1)C1=C(N2)c2ccccc2C1=O (configuration not stated) | 4.6*
118 | CCCCNc1nc2c(c(=O)[nH]c(=O)n2C)n1CC(C)C | 9.2
119 | NCCCC(O)(P(=O)(O)O)P(=O)(O)O | -0.39
120 | S=C(NC1CCCCCCC1)N1CCN(c2ncnc3scc(-c4ccccc4)c23)CC1 | -1.8
121 | Cc1ccc(OCC2SCCN2S(=O)(=O)c2ccc(F)cc2)c([N+](=O)[O-])c1 (configuration not stated) | 0.02
122 | CN(C)C(=S)NCc1ccc(F)cc1 | -0.51
123 | Cc1ccc(C)c(OCc2nc(-c3ccccc3)no2)c1 | -0.08
124 | O=C1CC(NC2CCN(c3ncc(Cl)cc3Cl)CC2)C(=O)N1c1ccc(F)cc1 (configuration not stated) | -0.06
125 | CNC(=S)NNC(=O)c1ccc(O)cc1 | -0.1
126 | Cc1c(N=Cc2ccc(-c3ccccc3[N+](=O)[O-])o2)c(=O)n(-c2ccccc2)n1C | -1.6

New compounds follow:
# | structure | Dicer processing
127 | c1ccc(Cc2nnc3sc(C4COc5ccccc5O4)nn23)cc1 (configuration not stated) | 2
128 | Cc1cc(C)c(-c2ccn(C(=O)c3snnc3C)n2)[nH]1 | -4.8
129 | CCOC(=O)C1CCN(C(=O)c2cncc(-c3cccs3)c2)CC1 | -0.51
130 | CCOc1ccc(S(=O)(=O)n2cnc3ccccc32)cc1 | 4.7*
131 | CCOc1cc(N2CCOCC2)c(OCC)cc1NS(=O)(=O)C(C)C | 1.4
